Assay outcomes: PubChem, several laboratories
Bcl-XL Bim block: inhibitors of Bim-Bcl-XL interaction, human. Q07817. Bim peptide-Bcl-XL binding, bead flow cytometry, fluorescence. inhibition, % at 10 µM. actives 0.04% (n = 190,000). AID 1007
Bcl-B Bim block: human Bim-Bcl-B interaction inhibition | bead-based flow cytometry, Bim peptide-Bcl-B binding | Q9HD36 | actives 0.073% (n = 190,000) | inhibition, % at 10 µM;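 note: 0% = tracer peptide without compound and 100% = reference inhibitor peptide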
Target sequence (Q9HD36 whole entry, looked up): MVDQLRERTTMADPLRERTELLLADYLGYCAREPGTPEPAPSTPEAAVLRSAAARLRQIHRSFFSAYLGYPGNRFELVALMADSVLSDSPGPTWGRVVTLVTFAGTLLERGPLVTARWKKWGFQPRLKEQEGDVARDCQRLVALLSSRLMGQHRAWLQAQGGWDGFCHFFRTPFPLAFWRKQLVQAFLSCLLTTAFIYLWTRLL
RGS4-Gao reg: modulates binding of RGS4 to human Galphao; P09471; Multiplexed bead flow cytometry; actives lie on both sides; binding response (% of control), % at 10 µM; actives 0.33% (n = 220,000); AID 1415; in the data active = binding response below about 49% or above about 150%; inactive = in between;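 note: fluorescent Galphao activated with aluminum fluoride binding bead-coupled RGS4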
Target sequence (P09471 whole entry, looked up): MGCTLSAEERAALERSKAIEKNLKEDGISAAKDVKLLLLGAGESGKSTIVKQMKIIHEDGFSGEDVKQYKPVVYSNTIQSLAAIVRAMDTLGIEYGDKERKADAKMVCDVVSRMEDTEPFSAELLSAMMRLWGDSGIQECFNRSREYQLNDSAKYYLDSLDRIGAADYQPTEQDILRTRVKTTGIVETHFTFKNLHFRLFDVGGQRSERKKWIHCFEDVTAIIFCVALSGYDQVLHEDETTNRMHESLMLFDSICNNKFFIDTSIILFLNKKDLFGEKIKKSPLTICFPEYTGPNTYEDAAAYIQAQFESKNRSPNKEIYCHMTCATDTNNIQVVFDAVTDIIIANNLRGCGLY
Mcl1-Bid inh: disrupts binding of human Mcl-1 to Bid peptide; Q07820; actives 0.97% (n = 220,000); AID 1021; TR-FRET Mcl-1/Bid-Dy647 peptide binding, 1536-well; inhibition, % at 21.7 µM;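 active = compounds that cut the binding signal by more than half at the single screening dose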;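 note: His-tagged Mcl-1 with europium anti-His antibody binding Bid BH3 peptide; 0% = Mcl-1 plus peptide wells and 100% = peptide-only wells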
Target sequence (Q07820 whole entry, looked up): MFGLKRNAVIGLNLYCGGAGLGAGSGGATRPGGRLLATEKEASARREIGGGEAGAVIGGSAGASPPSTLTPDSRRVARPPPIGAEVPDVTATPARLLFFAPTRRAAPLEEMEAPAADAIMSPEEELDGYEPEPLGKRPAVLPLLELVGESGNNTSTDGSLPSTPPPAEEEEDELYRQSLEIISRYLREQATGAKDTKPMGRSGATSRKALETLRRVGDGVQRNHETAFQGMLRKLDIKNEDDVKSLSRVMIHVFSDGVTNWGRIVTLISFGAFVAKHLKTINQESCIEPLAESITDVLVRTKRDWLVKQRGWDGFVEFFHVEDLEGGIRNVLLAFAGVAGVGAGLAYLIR
Bim-Bfl-1: disrupts Bim binding to human Bfl-1; inhibition, % at 10 µM; actives 0.12% (n = 190,000); AID 1008; Bead-based flow cytometry, Bim-Bfl-1 binding inhibition; Q16548;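 note: 0% = wells without compound plus tracer and 100% = blocker peptide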
Bim-Bcl-2: disrupts Bim peptide binding to human Bcl-2; P10415; Bead-based flow cytometry, Bim peptide-Bcl-2 binding; inhibition, % at 10 µM; actives 0.06% (n = 190,000); in the data active = inhibition above about 40%; inconclusive = no clear call, values can overlap the other calls;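 note: 0% = no compound wells with probe peptide and 100% = reference peptide inhibitor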
RGS7-Gao: regulators of human RGS7-Galphao interaction; binding response (% of control), % at 10 µM; actives 0.35% (n = 220,000); P09471; AID 1439; Multiplexed bead flow cytometry, RGS7-Galphao binding; actives lie on both sides; in the data active = binding response below about 49% or above about 150%; inconclusive = no clear call, values can overlap the other calls; inactive = in between;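 note: fluorescent Galphao held in activated GDP-AlF4 state binding bead-coupled RGS7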
RGS8-Gao reg: human RGS8-Galphao interaction regulation. actives 0.34% (n = 220,000). AID 1423. P09471. response (percent of control binding), % at 10 µM. multiplexed bead flow cytometry, RGS8-Galphao binding; actives lie on both sides; in the data active = response below about 60% or above about 140%; inactive = in between;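 note: Galphao activated as the GDP aluminium fluoride complex binding bead-coupled RGS8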
Bcl-W Bim block: disrupts Bim peptide binding to human Bcl-W; Q92843; bead-based flow cytometry; inhibition, % at 10 µM; actives 0.02% (n = 190,000); AID 952;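 note: 0% = bound tracer without compound and 100% = peptide blocker; higher means less fluorescent Bim peptide bound to Bcl-W beads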
Target sequence (Q92843 whole entry, looked up): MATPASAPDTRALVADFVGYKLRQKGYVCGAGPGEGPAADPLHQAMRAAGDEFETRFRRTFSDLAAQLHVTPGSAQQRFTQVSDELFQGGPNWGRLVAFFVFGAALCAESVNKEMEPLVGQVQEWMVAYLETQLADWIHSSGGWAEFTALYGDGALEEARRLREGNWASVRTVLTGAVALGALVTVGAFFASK
GSH bead fluor: GSH bead compound fluorescence profile | GSH beads flow cytometry, compound fluorescence 488/530 nm; hits give high values | fluorescence (KMESF) at 10 µM | actives 0.25% (n = 190,000) | AID 1776; in the data active = fluorescence above about 89;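 note: glutathione beads carrying GST-tagged Bcl family fusion proteins plus one bare bead set; values are compound well signal with DMSO vehicle wells as background; inactives centre near 16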
Mcl-1 Bim block: disrupts Bim peptide binding to human Mcl-1. actives 0.1% (n = 190,000). Bead-based flow cytometry, Bim peptide-Mcl-1 binding. Q07820. inhibition, % at 10 µM;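 note: 0% = no compound tracer wells and 100% = peptide blocker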
Numbers without * were called inactive; u = inconclusive; & = joins results of further samples. Cut-off read from the data, not from the text of the source, unless noted: active = inhibition above about 40%.

SMILES	Bcl-XL Bim block	Bcl-B Bim block	RGS4-Gao reg	Mcl1-Bid inh	Bim-Bfl-1	Bim-Bcl-2	RGS7-Gao	RGS8-Gao reg	Bcl-W Bim block	GSH bead fluor	Mcl-1 Bim block
CN(C)c1ccnc(Nc2ccccc2)c1C#N	-1	-3	94	-30	-3	-3	99	99	-2	9	1
O=C(NCCCN1CCOCC1)C1Cc2c(ccc3ccccc23)O1 (stereo not drawn)	-4	-4	100	-5	-3	-5	102	103	-1	11	-2
COc1ccc(-c2cc(=O)oc3cc(OC(=O)C4CCCCC4)ccc23)cc1	22	14	113	-1	21	18	111	113	15	6	17
COc1cc(CCC(=O)OCC(=O)Nc2ccc(C(N)=O)cc2)cc(OC)c1OC	1	3	99	-15	-5	-5	u	99	1	9	0
CN(C)S(=O)(=O)c1ccc(S(=O)(=O)N2CCN(CCC#N)CC2)cc1	-2	-2	102	-21	-9	-4	100	99	0	18	0
CC(C)C(NC(=O)OC(C)(C)C)C(=O)N1CCCC1C(=O)NC(Cc1ccccc1)C(N)=O (stereo not drawn)	-1	-2	102	-7	-3	-2	100	99	-4	19	-2
CC(=O)Nc1ccc(/C=N/N2C(=O)NC(C)(c3ccc(OC(F)F)cc3)C2=O)cc1 (stereo not drawn)	0	-2	104	-9	-6	-3	u	102	0	26	-1
COc1ccc(-n2nnc3c(SCC(=O)Nc4ccccc4F)ncnc32)cc1	0	-1	105	-29	-5	0	104	107	3	19	1
NNC(=O)CNC(c1ccccc1)c1cc(Br)ccc1NC(=O)c1ccccc1Br (stereo not drawn)	-3	0	102	-1	0	-1	104	104	-2	16	1
CC(NC(=O)COC(=O)CCc1nc2ccccc2c(=O)[nH]1)c1ccccc1 (stereo not drawn)	-3	-4	101	-19	-6	0	101	102	-2	17	0
CCCS(=O)(=O)N1CCCC(C(=O)NCCc2ccc(OC)c(OC)c2)C1 (stereo not drawn)	8	-11	102	2	-10	-8	101	101	0	38	-1
Cc1ccc2cc(COC(=O)c3ccco3)c(=O)[nH]c2c1	0	-5	102	-11	-7	-6	99	102	0	14	0
CCc1ccc(NC(=O)CC2C(=O)N(c3ccc(C)cc3)C(=O)N2CCc2ccncc2)cc1 (stereo not drawn)	-2	-3	105	2	-4	-2	105	101	0	12	0
CCS(=O)(=O)N1CCN(C(=O)CC(C)C)CC1	-6	-6	106	-12	-16	-13	101	112	-2	21	-2
COc1cc(NC(=O)COC(=O)c2cc(S(=O)(=O)N3CCCCC3)ccc2Cl)c(C)cc1[N+](=O)[O-]	-2	0	101	-33	-1	-2	100	102	0	11	-3
COc1ccc(NC(=O)CN(C)S(=O)(=O)c2ccccc2)cc1OC	7	5	100	-7	5	7	101	96	7	31	2
O=C(NC(=S)N1CCCc2ccccc21)c1ccco1	-2	2	103	-26	3	4	u	101	-3	18	0
COc1ccc(C2CC(c3ccccc3)Nc3ncnn32)cc1 (stereo not drawn)	0	-6	100	-1	-9	-3	93	99	0	20	0
COc1cccc(C(c2nnnn2Cc2ccccc2)N2CCN(C(=O)c3ccco3)CC2)c1OC (stereo not drawn)	-1	0	99	9	-1	-4	98	98	-2	23	4
O=C1CN(C(=O)COC(=O)c2cccc(S(=O)(=O)NCc3ccccc3)c2)c2ccccc2N1	0	-3	92	-41	-2	-3	94	100	0	13	1
CC(C)c1ccc(NC(=O)c2ccc(Br)o2)cc1	-3	4	102	8	0	10	106	106	0	23	-2
Cc1cc(=O)n2nc(N3CCCC3C(=O)NCCCN3CCCCC3)sc2n1 (stereo not drawn)	-3	-2	99	-14	-4	-2	99	99	-6	27	-3
CCN(CC)C(=O)Oc1ccc2c(=O)c(-c3ccccc3)coc2c1	0	2	103	-6	-1	-1	101	107	-1	31	0
CCn1ccnc1CN(C)Cc1cn(-c2ccc(C)cc2)nc1-c1ccc(F)cc1	0	-3	100	-3	-3	-2	99	104	-1	15	0
Cc1ccc(S(=O)(=O)N2CCC(C(=O)N(C)C3CCS(=O)(=O)C3)CC2)cc1 (stereo not drawn)	-19	-4	105	-28	-7	-4	105	100	-2	50	-2
Cc1c(C(=O)NNc2cc(=O)n(C)c(=O)n2C)cccc1[N+](=O)[O-]	-1	0	105	-20	-6	-2	105	106	1	18	-1
COC(=O)C1CCN(C(=O)C23CCC(C)(C(=O)O2)C3(C)C)CC1 (stereo not drawn)	-7	-10	101	4	-15	-15	99	100	-5	27	-5
Cc1ccccc1CSc1nc2[nH]ncc2c(=O)[nH]1	-2	-1	100	-10	-1	-3	98	101	-2	72	-4
CCC1CCCCN1Cc1cc(OC)c(O)c([N+](=O)[O-])c1 (stereo not drawn)	-3	-3	99	-57	1	-5	102	99	0	26	-3
COC(=O)c1ccc(NC(=O)CCN2CCCCC2)cc1	-4&0	-10&-3	105&105	-30&-5	-13&-5	-8&-5	111&101	102&102	-2&2	21&34	0&0
COc1ccc(CN(C)CC(=O)Nc2ccc(Cl)cc2C(F)(F)F)c(OC)c1	-5	-2	98	35	-2	-1	101	95	0	10	-1
CN1CC2([N+](=O)[O-])CC=C(Oc3ccccc3)C([N+](=O)[O-])(C1)C2 (stereo not drawn)	-4	-3	99	0	-1	-1	98	101	-4	11	-2
CCc1ccccc1NC(=O)Cn1c(=O)n(-c2ccc(CC(=O)NCC3CCCO3)cc2)c(=O)c2ccccc21 (stereo not drawn)	-2	-2	98	0	-2	-3	94	100	-1	9	0
C/C=C/c1ccc(OCCOc2cccc3cccnc23)c(OC)c1	0	0	100	-56	-3	-1	99	101	0	9	1
COCCCn1nnnc1SCC(=O)N1CCCC1	-5	-3	97	-4	-2	-2	97	100	-4	14	-2
O/N=C(\COc1ccccc1O)c1ccccc1	-3	-3	103	-1	-10	-9	97	102	3	15	1

Copied from the list.
RGS8-Gao reg result of COc1ccc(C2CC(c3ccccc3)Nc3ncnn32)cc1 (stereo not drawn) is entered as 99
RGS8-Gao reg result of CC(=O)Nc1ccc(/C=N/N2C(=O)NC(C)(c3ccc(OC(F)F)cc3)C2=O)cc1 (stereo not drawn) is entered as 102

Additional structures follow:
SMILES	Bcl-XL Bim block	Bcl-B Bim block	RGS4-Gao reg	Mcl1-Bid inh	Bim-Bfl-1	Bim-Bcl-2	RGS7-Gao	RGS8-Gao reg	Bcl-W Bim block	GSH bead fluor	Mcl-1 Bim block
Cc1ccc(S(=O)(=O)N2CCN(C(=O)Cc3ccccc3)CC2)cc1	-3	-2	101	-7	-8	-6	96	98	1	15	0
CN=C(Nc1ccc(Br)cc1)SC1CC(=O)N(c2ccc(OC)cc2)C1=O (stereo not drawn)	-4	-4	100	-5	-4	-4	99	105	-2	12	-4
O=C(c1ccc2c(=O)n(-c3ccccc3)c(=O)[nH]c2c1)N1CCCCC1	-2	-8	101	-16	-10	-9	101	102	-3	36	-3
O=C1OC(Oc2ccccc2)(c2ccccc2)c2ccccc21 (stereo not drawn)	-1	0	99	12	-1	-3	99	97	-3	21	4
COc1ccc([N+](=O)[O-])cc1NC(=O)c1cc(C)c(C)o1	0	-6	94	-20	-3	-2	u	97	-5	11	0
COc1ccc(OC)c(-c2oc3ccccc3c(=O)c2O)c1	-2	-12	99	-14	-12	-8	101	99	4	48	-3
CC(C)(C)C(=O)NC(=S)Nc1ccccn1	-2	0	98	-15	0	-6	u	99	-4	16	-11
CC(=O)Nc1ccccc1C(=O)C(=O)Nc1ccc(C)c(F)c1	-4	-4	99	2	-1	1	100	104	-3	9	-2
Cc1cc2c(ncn2C)c(NS(=O)(=O)c2cc(Cl)ccc2Cl)c1C	-14	-9	102	-20	-12	-8	102	102	0	66	-1
O=C(OCc1cc(Cl)ccc1OC(F)F)c1cccnc1	0	-3	101	-16	-2	0	u	102	-1	12	0
O=C(N/N=C/c1cccs1)c1cccc(S(=O)(=O)Nc2ccc(Cl)cc2)c1	1	0	97	-1	-5	-1	91	101	1	15	0
Cn1cc(S(=O)(=O)c2ccccc2)n(C)c1=O	1	-3	101	-14	-4	0	105	99	1	11	2

Entries listed so far that have two or more sulfur atoms, in the order listed:
SMILES	Bcl-XL Bim block	Bcl-B Bim block	RGS4-Gao reg	Mcl1-Bid inh	Bim-Bfl-1	Bim-Bcl-2	RGS7-Gao	RGS8-Gao reg	Bcl-W Bim block	GSH bead fluor	Mcl-1 Bim block
CN(C)S(=O)(=O)c1ccc(S(=O)(=O)N2CCN(CCC#N)CC2)cc1	-2	-2	102	-21	-9	-4	100	99	0	18	0
Cc1ccc(S(=O)(=O)N2CCC(C(=O)N(C)C3CCS(=O)(=O)C3)CC2)cc1 (stereo not drawn)	-19	-4	105	-28	-7	-4	105	100	-2	50	-2
O=C(N/N=C/c1cccs1)c1cccc(S(=O)(=O)Nc2ccc(Cl)cc2)c1	1	0	97	-1	-5	-1	91	101	1	15	0

Carrying on.
SMILES	Bcl-XL Bim block	Bcl-B Bim block	RGS4-Gao reg	Mcl1-Bid inh	Bim-Bfl-1	Bim-Bcl-2	RGS7-Gao	RGS8-Gao reg	Bcl-W Bim block	GSH bead fluor	Mcl-1 Bim block
COc1cccc(C2=Nn3c(nnc3-c3ccccc3O)SC2)c1	2	0	89	-22	0	1	101	93	0	19	4
O=C(Nc1cccc(-c2nc3ccccc3c(=O)o2)c1)c1ccccc1	-2	-1	100	-7	-6	-3	101	101	0	8	-4
CC(=O)Nc1cccc(NC(=O)c2cc(Cl)ccc2Cl)c1	-1	-3	102	-6	0	-2	104	101	0	22	-1
CCN(CC)S(=O)(=O)c1cccc(-c2nnc(SCC(N)=O)n2CCc2ccccc2)c1	-9	-7	102	6	-24	-9	100	102	-3	25	-3
CC(C)n1nc(C(=O)Nc2nc3ccc(S(C)(=O)=O)cc3s2)c2ccccc2c1=O	-7	-7	104	7	-3	-4	104	102	-6	13	-7
CCO[C@H]1OC(C(=O)O)=C[C@@H](C)[C@@H]1CCCO	-3	-5	95	-9	-6	-3	95	99	-1	21	-1
CCN(CC)CCOc1cc2c(nn1)Oc1ccccc1N2C	-1	-2	100	54*	-10	1	102	101	2	17	4
O=C(CCl)N(C/C=C/c1ccccc1)c1ccc2c(c1)OCCO2	-3	-1	100	-24	-3	0	100	99	-1	11	-3
CCOC(=O)c1[nH]c(C)c(C(=O)NCCCN2CCOCC2)c1C	-4	0	104	-6	1	1	103	100	-7	17	-5
O=C(/C=C/c1ccccc1)Nn1cnc2ccccc2c1=O	-7	-8	109	-1	-13	-6	114	106	-2	18	-3
CCC(CC)C(=O)Nc1cccc(C(=O)NCCc2ccc(S(N)(=O)=O)cc2)c1	9	-8	99	-18	-8	-7	99	100	4	48	0
Cc1nc2ccccc2nc1OCc1cccc(Cl)c1	0	-8	92	7	-16	-10	91	96	-5	17	-5
COc1ccc(/C(C)=N/Nc2ccc(F)cc2F)c(O)c1	-3	-6	100	-32	-4	-4	u	101	-3	15	0
COC(=O)c1ccc(NC(=O)CN2C(=O)C3C4C=CC(C4)C3C2=O)cc1 (stereo not drawn)	4	3	106	-16	7	5	103	108	19	8	23
COC(=O)c1sccc1NC(=O)C1CCCCC1C(=O)O (stereo not drawn)	-8	-6	83	-19	-3	0	81	88	-1	16	-2
COc1cccc(N2C(=O)C(Cc3c[nH]c4ccccc34)NC2=S)c1 (stereo not drawn)	-6	-18	101	-28	-4	-16	101	100	-3	14	-3
COc1cc(/C=C2\SC(=S)N(CC(=O)Nc3ccccn3)C2=O)cc(OC)c1OC	1	-19	104	-8	4	2	102	100	0	12	-1
COc1ccc(CCNC(=O)COC(=O)/C=C/c2ccc(OCC#N)c(OC)c2)cc1OC	-3	0	97	-5	0	2	98	83	0	9	-1
CCC(C)(C(=O)NC1CCCCC1)N(Cc1cccs1)C(=O)CC1NC(=O)NC1=O (stereo not drawn)	-6	-11	89	-1	0	-4	96	90	-5	19	-8
